Apoferritin bind: candidate novel general anesthetic via apoferritin binding; hit rate 0.074% among 350,000; Potency, µM (highest dose often 77.5 µM), without a hit: top-dose activity change, negative = displacement, actives largely listed as inhibitors; apoferritin/1-aminoanthracene competitive binding, fluorescence; note: % is set by controls: 0 for no effect and ±100 for the full control effect; nearly all actives have a fitted effect of over 20% in size
Target sequence (P02791 2-175 limits assumed): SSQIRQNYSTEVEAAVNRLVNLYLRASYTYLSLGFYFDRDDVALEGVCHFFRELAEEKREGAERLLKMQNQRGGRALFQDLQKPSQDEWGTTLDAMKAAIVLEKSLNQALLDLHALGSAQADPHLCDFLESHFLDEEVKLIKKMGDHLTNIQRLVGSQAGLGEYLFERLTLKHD
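Read-out: endpoint 1-AMA fluorescence, excitation 380 nm and emission 535 nm, after compounds sit 10 min at room temperature with 10 uM horse-spleen apoferritin in 50% saturated 1-AMA/PBS. Values come from four-parameter Hill fits.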
POLK inh: DNA polymerase kappa (human) inhibition. Q9UBT6. hit rate 0.53% among 400,000. Potency, µM (top dose mostly 107 µM), without a hit: at the top dose activity, negative = inhibition, hits mostly inhibitors. purified Pol kappa, fluorescent DNA synthesis assay, 10 min; note: % is set by controls: 0 for no effect and ±100 for the full control effect
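Fluorescent qHTS in 1536-well format: enzyme (10 nM) and compound sat 15 min at room temperature before 50 nM substrate (final) was added. Signal taken at 0 and 10 min; no-enzyme buffer wells were negative controls.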
Pol eta inh: DNA polymerase eta (human) inhibition; Potency, µM (top dose mostly 114 µM), for the others: at the top dose activity change, negative = inhibition, hits mostly inhibitors; Q9Y253; recombinant Pol eta, fluorescent DNA replication assay; AID 588591; hit rate 1.2% among 390,000; note: % is set by controls: 0 for no effect and ±100 for the full control effect
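Fluorescent replication assay: 50 nM final substrate added after a 15 min room-temperature compound preincubation with 10 nM enzyme. Signal taken at 0 min and again at 10 min.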
G9a block: G9a (human) methyltransferase inhibition. Q96KQ7. G9a H3K9 monomethylation, AlphaScreen, 2 h. Potency, µM (highest dose often 102 µM), for inactives: at the highest dose activity, negative = inhibition, actives largely listed as inhibitors. hit rate 8.8% among 350,000; note: % is set by controls: 0 for no effect and ±100 for the full control effect; nearly all actives have a fitted effect of over 75% in size
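Quantitative HTS format: methyltransferase activity on a biotin-tagged H3K9 peptide is measured by AlphaScreen, using a rabbit anti-monomethyl-H3K9 antibody with streptavidin donor and anti-IgG acceptor beads. Final levels are 20 nM enzyme, 500 nM peptide, 20 uM SAM; 2 h RT.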
POLB inh: blocks human DNA polymerase beta activity. P06746. Pol beta primer extension/strand displacement, fluorescence kinetic. Potency, µM (highest dose often 114 µM), inactives show at the top dose activity change, negative = inhibition, actives largely listed as inhibitors. hit rate 1.3% among 340,000; note: % is set by controls: 0 for no effect and ±100 for the full control effect
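Reaction started by 50 nM substrate onto compound-treated Pol beta (10 nM, 15 min preincubation, room temperature); plates read at 0 min and 10 min. Normalized concentration-effect data fitted by four-parameter Hill equation.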
BLM inh: inhibitors of human Bloom syndrome helicase BLM; recombinant BLM DNA unwinding, fluorescence dequenching; Potency, µM (highest dose often 56.1 µM), for inactives: at the top dose activity change, negative = inhibition, hits mostly inhibitors; hit rate 0.2% among 350,000; AID 2528;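 note: plate controls were vehicle for no effect and no enzyme for full effect; nearly all actives have a fitted effect of over 35% in size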
POLI inh: inhibitors of human DNA polymerase iota. hit rate 1% among 390,000. Q9UNA4. Pol iota fluorescent replication assay, 10 min. Potency, µM (top dose mostly 115 µM), for inactives: top-dose activity, negative = inhibition, hits mostly inhibitors
Target sequence (Q9UNA4 whole entry, looked up): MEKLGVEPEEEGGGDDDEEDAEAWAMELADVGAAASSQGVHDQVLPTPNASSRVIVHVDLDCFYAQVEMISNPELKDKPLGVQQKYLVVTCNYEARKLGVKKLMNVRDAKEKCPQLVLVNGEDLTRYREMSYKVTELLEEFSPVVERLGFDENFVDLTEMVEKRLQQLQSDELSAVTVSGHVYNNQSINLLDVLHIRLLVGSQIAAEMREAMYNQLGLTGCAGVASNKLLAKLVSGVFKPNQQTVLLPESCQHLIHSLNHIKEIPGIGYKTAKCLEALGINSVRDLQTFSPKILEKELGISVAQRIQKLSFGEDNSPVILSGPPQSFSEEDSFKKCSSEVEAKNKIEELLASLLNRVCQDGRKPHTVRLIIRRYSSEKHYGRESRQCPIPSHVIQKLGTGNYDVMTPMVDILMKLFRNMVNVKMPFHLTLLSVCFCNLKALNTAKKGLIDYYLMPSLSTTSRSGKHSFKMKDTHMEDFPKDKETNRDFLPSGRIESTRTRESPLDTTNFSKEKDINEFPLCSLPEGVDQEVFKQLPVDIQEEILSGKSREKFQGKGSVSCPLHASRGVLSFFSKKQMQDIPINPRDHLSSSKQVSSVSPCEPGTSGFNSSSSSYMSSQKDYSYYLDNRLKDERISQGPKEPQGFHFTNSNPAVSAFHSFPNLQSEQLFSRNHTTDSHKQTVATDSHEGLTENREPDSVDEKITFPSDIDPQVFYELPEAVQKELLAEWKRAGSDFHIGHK
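Fluorescent replication assay read twice, at 0 min and 10 min after adding 50 nM (final) substrate. Enzyme (10 nM) and compounds were first incubated 15 min at room temperature; enzyme-free buffer wells were negative controls.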
APE1 inh: APE1 (human) endonuclease inhibition; P27695; recombinant APE1, TAMRA/BHQ-2 abasic DNA cleavage fluorescence; Potency, µM (series often up to 65.8 µM), for inactives: at the highest dose activity change, negative = inhibition, hits mostly inhibitors; hit rate 0.35% among 350,000; AID 2517;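 note: plate controls were vehicle for no effect and reference inhibitor for full effect; nearly all actives have a fitted effect of over 55% in size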
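Quantitative HTS: incision of a TAMRA/BHQ-2 double-stranded substrate bearing a tetrahydrofuran abasic site by 0.75 nM APE1 raises fluorescence. Substrate 50 nM final, added after 15 min compound preincubation at room temperature; progress as third-minus-first kinetic read difference.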
BAZ2B inh: blocks human BAZ2B; Q9UIF8; AlphaScreen BAZ2B-H3K14Ac peptide displacement; Potency, µM (titrated, usually from 114 µM), for inactives: top-dose activity change, negative = inhibition, actives largely listed as inhibitors; hit rate 4.4% among 360,000; AID 504333; note: % is set by controls: 0 for no effect and ±100 for the full control effect; nearly all actives have a fitted effect of over 60% in size
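Protein-peptide AlphaScreen: BAZ2B 50 nM, b-H3K14Ac 50 nM, 1x PBS pH 7.4 + 0.01% Tween-20. Preincubation 30 min RT; cpd 30 min RT (top 110 uM); beads 20 min RT, light-protected.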
Starred values were filed as active, the others as inactive; u = inconclusive; x = not tested or not shown; & = joins results of further samples; [ ] = remark or other dose. Calls come from the whole dose curve; as a rule, active = well fitted curve in the direction sought with a large enough effect; inconclusive = small, poorly fitted or top-dose-only effect, or another doubt; inactive = no such curve, though single readings can be large; an effect the other way counts as inactive or inconclusive. Potency is the fitted concentration of half-maximal effect. Some of the compounds tested; the hit share may differ from the screen's.

SMILES	Apoferritin bind	POLK inh	Pol eta inh	G9a block	POLB inh	BLM inh	POLI inh	APE1 inh	BAZ2B inh
Cc1ccc(C)c(Cn2c(=O)n(CC3CCC(C(=O)N4CCOCC4)CC3)c(=O)c3sccc32)c1 (centres undefined)	-1.9%	8.3%	-7.9%	-2.7%[59 µM]	17.1%	-0.9%	0.5%	x	-24.7%
COc1ccc(C(CCN2CCCC(C)C2)c2c(OC)cc(OC)c3c(C)cc(=O)oc23)cc1 (centres undefined)	-15.2%&-1.6%	-20.3%&9.5%	-13.2%	7.6%[59 µM]	0.1%	5.9%&-4.8%	2.2%&25.6%	1.9%&-1.4%	-1.9%
COc1ccc(S(=O)(=O)N(C)CC(=O)N2CCOCC2)cc1	5.6%	-5.9%	0.9%	-1.7%[12.7 µM]	0.5%	0.3%	u	-2.4%	7.8%
CN(C)c1ccc(C2(O)C(=O)c3ccccc3C2=O)cc1	8.4%	2.9%	-15.6%	-13.8%	3.4%	3.5%	-8.6%	-2.8%	-35.5%
COc1ccc(NC(=O)C2CC(=O)NC(Nc3cccc(C)c3)=N2)cc1 (centres undefined)	1.1%	-0.2%	-15.2%	8.6%[12.7 µM]	4.7%	-1.4%	11.4%	12.5%	-5.2%
CC(C(=O)Nc1cccc([N+](=O)[O-])c1)[n+]1ccccc1 (centres undefined)	-18.3%	-14.0%	-4.1%	x	20.5%	-16.3%	4.0%	21.9%	u
CS(=O)(=O)N1CCc2cc(-c3csc(NC(=O)C(c4ccccc4)c4ccccc4)n3)ccc21	-4.2%	-8.2%	-2.0%	u	4.8%	-7.3%	11.4%	-7.9%	-10.6%
O=C(/C=C/c1ccc(Cl)cc1Cl)c1ccc[nH]1	u	6.1%	-12.6%	-37.9%	13.9%	-5.4%	17.2%	-1.0%	-30.8%
CCOc1cc(C)c(Cl)cc1S(=O)(=O)n1cnc2ccccc21	-18.0%	-8.6%	-8.4%	-34.4%[59 µM]	-22.5%	0.0%	-5.1%	3.3%	-17.6%
COc1ccc(CCC(=O)OCC(=O)Nc2ccc3[nH]c(=O)[nH]c3c2)cc1	x	-18.3%	-19.1%	-35.5%	x	x	102.5%[activator]	6.5%	-4.7%
COc1ccc(CCNC(=O)c2ccc3c(c2)N(Cc2cc(C)ccc2C)C(=O)c2ccccc2S3=O)cc1OC (centres undefined)	-20.4%	0.2%	-3.0%	-27.8%[59 µM]	21.0%	-8.4%	-9.9%	x	-25.1%
COc1cc(Cl)c(NS(=O)(=O)c2ccc3[nH]c(=O)ccc3c2)c(OC)c1	-8.0%	-2.2%[60.1 µM]	-16.1%	-1.8%[59 µM]	-2.0%	-0.2%	22.1%	x	2.1%
Cc1ccc(-c2nc3ccccn3c2Nc2ccc3c(c2)OCO3)o1	-7.2%	-10.4%	-19.7%	7.94µM*	3.0%	-8.2%	-1.1%	x	35.5µM*
COc1cc(C(=S)N2CCCC2)cc(OC)c1OC	-1.7%	-2.8%	-2.0%	39.8µM*	11.3%	-2.4%	13.4%	3.6%	-19.1%
COc1ccc(C(=O)OCc2cc(C)ccc2C)cc1S(=O)(=O)N1CCCC1	x	-10.2%	-16.0%	0.8%[59 µM]	x	x	-0.7%	-12.0%	-2.4%
Nc1nnc(SC2CCCC2)s1	u	-0.5%	-14.8%	13.7%[59 µM]	8.5%	-1.6%	6.4%	-2.9%	7.3%
FC(F)(F)C1=CC(c2ccc(Br)cc2)=NCCN1	u	-19.6%	-3.9%	-2.0%	26.3%	0.1%	-10.6%	2.5%	3.5%
O=C(Nc1ccc(S(=O)(=O)N2CCCCCC2)cc1)c1c(F)cccc1F	u	-21.9%	-6.1%	-5.6%[12.7 µM]	1.8%	-12.6%	2.3%	-11.6%	-0.1%
C(=C\c1ccccc1)/CSc1nc2ncccc2[nH]1	4.0%	6.4%	-12.5%	u	-8.9%	-1.9%	-6.0%	-0.6%	-4.5%
COc1ccc(NS(=O)(=O)c2ccc(NC(=O)c3ccccc3)cc2)nn1	-6.1%	-16.7%	3.2%	-20.7%	5.4%	0.8%	63.8%[activator]	2.9%	-0.5%
CC(=O)N1CCC2(CCCN(C(=O)Nc3cccc(C#N)c3)C2)CC1	x	-13.8%[60.1 µM]	x	-1.0%[12.7 µM]	x	2.8%	x	-1.6%	x
Cc1cc(CNC(=O)[C@H](C)[C@@H]2C[C@@]2(C)[C@@H](NC(=O)OCc2ccccc2)c2ccccc2)nn1C	u	0.1%	-4.6%	56.2µM*	1.0%	0.2%&-6.6%	-19.3%	2.0%&8.6%	-9.8%
Cc1ccc2nc(C)c(C(=O)N/N=C/c3cccs3)n2c1	4.4%	8.0%[60.1 µM]	1.6%	-0.7%[59 µM]	1.1%	-2.5%	u	1.6%	-16.1%
Cc1ccc(S(=O)(=O)c2cn(Cc3cccc(C)c3)c3cc4c(cc3c2=O)OCO4)cc1	34.6%	-11.1%	-3.7%	-9.4%[59 µM]	-0.2%	-2.5%	37.3%[activator]	x	-8.3%
O=C(CN1CCOCC1)Nc1ccc(Oc2ccc(NC(=O)CN3CCOCC3)cc2)cc1	-8.3%	4.2%	-16.4%	11.2µM*	2.0%	-4.1%	-5.1%[58.9 µM]	-0.9%	-3.4%

Sorted by SMILES length (smallest number first): part of the list above.
SMILES	Apoferritin bind	POLK inh	Pol eta inh	G9a block	POLB inh	BLM inh	POLI inh	APE1 inh	BAZ2B inh
Cc1ccc2nc(C)c(C(=O)N/N=C/c3cccs3)n2c1	4.4%	8.0%[60.1 µM]	1.6%	-0.7%[59 µM]	1.1%	-2.5%	u	1.6%	-16.1%
COc1ccc(S(=O)(=O)N(C)CC(=O)N2CCOCC2)cc1	5.6%	-5.9%	0.9%	-1.7%[12.7 µM]	0.5%	0.3%	u	-2.4%	7.8%
Cc1cc(CNC(=O)[C@H](C)[C@@H]2C[C@@]2(C)[C@@H](NC(=O)OCc2ccccc2)c2ccccc2)nn1C	u	0.1%	-4.6%	56.2µM*	1.0%	0.2%&-6.6%	-19.3%	2.0%&8.6%	-9.8%

Additional entries:
SMILES	Apoferritin bind	POLK inh	Pol eta inh	G9a block	POLB inh	BLM inh	POLI inh	APE1 inh	BAZ2B inh
COc1ccc(C(=O)n2nc(-c3ccccc3)nc2SC)cc1	-1.7%	-11.8%	7.0%	25.7%	46.7%	0.3%	55.2%[activator]	3.0%	7.1%
COc1ccccc1OCC(=O)Nc1ccc(S(=O)(=O)N2CCN(C)CC2)cc1	-3.7%	9.0%	-12.7%	-32.9%	-29.2%	1.8%	4.1%	-3.2%	-23.4%
Nc1nc(CN2CCCCC2)cs1	-5.9%	-3.1%	0.6%	-49.5%[59 µM]	13.8%	-3.4%	u	-1.9%	5.2%
CCN(C(=O)COC(=O)c1oc2ccccc2c1C)c1c(N)n(Cc2ccccc2)c(=O)[nH]c1=O	x	-6.2%	-7.8%	2.6%[12.7 µM]	x	x	17.9%	18.6%	-10.3%
N=C(N)SCc1ncccc1O	-4.7%	-45.6%	-3.3%	17.8µM*	-2.6%	-3.6%	50.1µM*	-1.4%	u
Cc1nc(S(=O)(=O)N2CCN(c3cccc(Cl)c3)CC2)cn1C	-6.4%	-4.5%[60.1 µM]	-2.8%	-16.9%[59 µM]	3.8%	0.6%	13.2%	x	-1.2%
COc1ccc(C(=O)N2CCN(c3ccc([N+](=O)[O-])c(-n4nc(C)cc4C)c3)CC2)cc1	1.4%	-2.9%	-20.6%	-6.5%	-24.2%	2.4%	18.7%	-1.4%	-9.1%
Cc1ccccc1C(=O)NCC(=O)Nc1ccc(C)c(S(=O)(=O)N2CCCCCC2)c1	-10.0%	-6.6%	-10.4%	4.6%	34.4%	-6.1%	13.0%	28.1%	-24.3%
CC(=O)c1cc(C#N)c(SCc2ccncc2)nc1C	-16.1%	-7.2%	-2.1%	u	-2.6%	-1.2%	29.0%	-0.3%	-29.1%
CCN1CCN(c2ccc(NC(=O)c3cccc(S(=O)(=O)N4CCCC4)c3)cc2)CC1	x	-17.2%	u	x	x	x	19.6%	20.7%	x
Cc1ccc(S(=O)(=O)Nc2ccc(C(=O)Nc3ccncc3)cc2)cc1	-9.1%	-5.9%	-19.8%	u	9.2%	-11.5%	-2.1%	-7.3%	-29.0%
O=C(CNS(=O)(=O)c1cccc(C(F)(F)F)c1)NC1CCCCCC1	x	-7.5%	-4.1%	x	x	x	33.4%[activator]	32.3%	x
C/C(=C(/CCO)SSCC1CCCO1)N(C=O)Cc1cnc(C)nc1N (centres undefined)	x	2.5%	-1.7%	12.6µM*	x	x	-10.6%	11.3%	6.1%
CCOC(=O)c1c(C)n(-c2ccc(OC)cc2)c2ccc(OC(=O)COc3ccccc3)cc12	126.0%[activator]	-4.5%	-22.7%	24.7%[59 µM]	-10.3%	-5.0%	16.2%	x	0.3%
CC(=O)c1cc(-c2ccc(F)cc2)n(CC(=O)NC(C)c2ccccc2)c1C (centres undefined)	7.0%	-17.5%[60.1 µM]	-16.8%	-2.0%[59 µM]	-16.7%	-0.4%	31.0%	x	7.5%
CCOCc1nnc(NC(=O)CSc2ccc(C)cc2)s1	-11.7%	-8.1%	10.1%	-20.5%[59 µM]	u	2.8%	12.8%	-4.5%	-2.9%
CC(C)NC(=O)COC(=O)c1ccc(O)cc1	-6.0%	-0.1%	-11.9%	20.1%[59 µM]	-1.2%	-5.1%	18.6%	3.1%	10.6%
Cc1cc(C)n(CC(O)COc2ccccc2C)n1 (centres undefined)	-12.3%	-7.9%	-10.8%	-23.6%	-20.7%	3.7%	30.0%	-5.9%	-9.0%
COc1ccc2[nH]c(=O)c(CN(c3ccc(C)c(C)c3)S(C)(=O)=O)cc2c1	-9.0%	-5.5%	-5.7%	-8.7%	-9.7%	-4.7%	-0.9%	-4.2%	3.8%
CCCCCC(=O)Nc1ccc(C(=O)COC(=O)c2ccccn2)cc1	x	-5.9%	-12.6%	50.1µM*	x	x	13.9%	-6.7%	-34.1%
Cc1nc(N)sc1-c1csc(Nc2cccc(C(=O)O)c2)n1	-2.0%	25.1µM*	39.8µM*	44.7µM*	u	-5.7%	11.2µM*	18.7%	50.1µM*
COC(=O)c1ccccc1NC(=O)CSc1nc2ccsc2c(=O)n1CCC(C)C	-8.1%	-0.3%[60.1 µM]	10.5%	15.7%[59 µM]	34.6%	-0.5%	8.4%	x	4.2%

Source: PubChem BioAssay (National Center for Advancing Translational Sciences (NCATS))
